Screening data as filed in PubChem BioAssay.
GDH-TPI counter: inhibits GDH-TPI coupling enzymes, artifact for Mtb FBA screen; GDH-TPI coupled enzyme counterscreen, NADH absorbance; inhibition, % at 4.8 µM; hit rate 1.2% among 360,000; AID 588335;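 further: 0% = DMSO wells and 100% = wells lacking the enzyme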
CCHFV vOTU inh: CCHFV vOTU protease inhibition; Pep-AMC fluorescence; AID 651958; inhibition, % at 11.5 µM; hit rate 0.55% among 370,000; further: 0% = vehicle wells with enzyme and 100% = no enzyme wells
FadD28 binding: blocks FadD28 binding to the bisubstrate probe. fluorescence polarization. AID 588549. hit rate 0.22% among 360,000. inhibition, % at 12.5 µM; in the data active means inhibition above about 8.5%, passing the limit was not always enough; inconclusive means no clear call, values can overlap the other calls
Mtb UGM inh: inhibitors of M. tuberculosis UDP-galactopyranose mutase. hit rate 0.06% among 320,000. inhibition, % at 10 µM. purified UGM, fluorescence polarization probe displacement; in the data active means inhibition above about 10%, passing the limit was not always enough; inconclusive means no clear call, values can overlap the other calls
Target sequence (P9WIQ1 whole entry, looked up): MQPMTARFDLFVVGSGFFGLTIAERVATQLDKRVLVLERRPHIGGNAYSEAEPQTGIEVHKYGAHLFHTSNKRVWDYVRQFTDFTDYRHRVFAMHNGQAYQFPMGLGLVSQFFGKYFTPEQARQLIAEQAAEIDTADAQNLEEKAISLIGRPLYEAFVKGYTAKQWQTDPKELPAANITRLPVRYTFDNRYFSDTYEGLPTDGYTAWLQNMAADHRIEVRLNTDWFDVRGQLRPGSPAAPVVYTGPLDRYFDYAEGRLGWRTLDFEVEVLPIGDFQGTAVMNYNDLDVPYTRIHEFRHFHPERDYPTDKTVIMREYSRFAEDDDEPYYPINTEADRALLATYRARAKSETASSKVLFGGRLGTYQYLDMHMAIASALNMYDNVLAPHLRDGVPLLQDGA
BoNT F protease: BoNT F light chain protease inhibition. Multiplex microsphere protease cleavage assay, flow cytometry. inhibition, % at 10 µM. hit rate 0.22% among 360,000. AID 588497; in the data active means inhibition above about 35%, passing the limit was not always enough; inconclusive means no clear call, values can overlap the other calls; further: plate controls were buffer without enzyme for full effect and enzyme alone for no effect
PrPC surface inh: reduces human prion protein on the cell surface; P04156; cell surface PrPC, TR-FRET read-out; inhibition, % at 13.8 µM; hit rate 0.43% among 370,000; AID 720596; in the data active means inhibition above about 24%; further: 0% = median of the test wells and 100% = reference compound wells
Mtb BioA inh: inhibitors of Mycobacterium tuberculosis BioA enzyme; purified M. tuberculosis BioA enzyme, plate reader; inhibition, % at 9.99 µM; hit rate 0.096% among 360,000; AID 602481; in the data active means inhibition above about 40%; inconclusive means no clear call, values can overlap the other calls
BoNT-A LC inh2: inhibitors of Botulinum neurotoxin A light chain protease | multiplex microsphere protease substrate cleavage, flow cytometry | inhibition, % at 10 µM | hit rate 0.17% among 360,000 | AID 588499; in the data active means inhibition above about 30%; inconclusive means no clear call, values can overlap the other calls; further: plate controls were buffer without enzyme for full effect and enzyme alone for no effect
FBA Mtb inh: inhibitors of M. tuberculosis fructose-bisphosphate aldolase | P9WQA3 | purified M. tuberculosis FBA, fluorescence read-out | inhibition, % at 1 µM | hit rate 2.3% among 360,000; in the data active means inhibition above about 27%;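 further: 0% = vehicle and 100% = reference inhibitor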
Target sequence (P9WQA3 whole entry, looked up): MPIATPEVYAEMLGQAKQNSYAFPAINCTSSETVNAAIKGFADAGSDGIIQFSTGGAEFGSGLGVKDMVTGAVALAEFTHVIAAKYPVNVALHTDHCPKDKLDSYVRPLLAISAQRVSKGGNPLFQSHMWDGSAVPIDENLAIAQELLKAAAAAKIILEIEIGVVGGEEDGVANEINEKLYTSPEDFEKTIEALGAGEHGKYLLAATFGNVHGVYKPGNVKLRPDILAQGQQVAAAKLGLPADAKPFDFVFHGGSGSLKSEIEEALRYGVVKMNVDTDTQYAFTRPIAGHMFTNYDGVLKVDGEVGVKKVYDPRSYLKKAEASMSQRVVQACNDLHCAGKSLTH
Numbers without * were called inactive; ? = inconclusive; / = no result given. Unless noted, no stated cut-off is given here; in the data, active means inhibition above about 30%; inactive means the rest. Outcome played no part in choosing rows; 4.8% or so of the library scored in one or more.

SMILES	GDH-TPI counter	CCHFV vOTU inh	FadD28 binding	Mtb UGM inh	BoNT F protease	PrPC surface inh	Mtb BioA inh	BoNT-A LC inh2	FBA Mtb inh
O=C(O)c1nc(-c2ccccc2)c(C(=O)NC2CC2)[nH]1	/	-5.8	-0.1	/	8.9	4.9	4.3	0.5	1.4
O=C(NCC(=O)N(Cc1ccccc1)C(C(=O)NC1CCCC1)c1cccnc1)c1ccco1 (stereo not drawn)	7.8	-2.9	-2.0	-0.5	-22.8	-3.6	-1.5	-0.8	-3.0
COc1ccc(NC(=O)NNC(=O)CCc2ccc(O)c(O)c2)cc1OC	3.1	4.5	0.1	-1.7	-9.5	6.8	-2.3	0.3	4.5
CCN(CCCNc1ncnc2nc[nH]c12)c1cccc(C)c1	-16.8	7.3	-1.6	2.4	-5.9	1.7	3.7	-0.5	2.8
CCCCNC(=O)c1cnc2n(c1=O)CCS2	8.3	1.9	-3.1	0.6	11.2	2.6	0.1	0.4	0.0
C=CCn1c(SCC(=O)N(CC)C2CCS(=O)(=O)C2)nc2cc(C(=O)O)ccc2c1=O (stereo not drawn)	4.8	7.2	-2.1	-2.1	4.1	1.9	5.1	1.7	32.2*
COc1ccc(C(=O)C2CCCN(C(=O)C3=CCCC3)C2)cc1OC (stereo not drawn)	-2.8	-11.4	1.7	3.7	2.5	-10.4	/	-0.2	8.6
c1cc[n+](CCC[n+]2ccccc2)cc1	0.4	-12.0	-0.6	1.2	-6.1	-7.2	0.5	-0.3	0.2
COc1ccc(CNC(=O)CN(C2CCCCC2)S(C)(=O)=O)cc1	7.4	-5.0	0.2	-0.6	-4.6	4.6	-2.7	0.3	-1.9
CCN1CSC(=S)N(Cc2ccccc2)C1	3.9	-5.5	-3.5	-7.2	?	-5.9	/	1.1	3.5
CN1CCC(CNC(=O)Nc2ccccc2)(c2ccccc2)CC1	9.4	-13.6	-3.4	0.0	24.8	-6.6	-1.0	3.0	-1.9
CCCCNC(=S)Nc1cc(S(=O)(=O)N2CCCCC2)ccc1C	5.0	-6.8	0.4	-2.5	3.8	4.4	-2.9	-0.8	0.6
C=Cc1cc(OC)c2c(c1)c(=O)oc1c2cc(OC)c2c(O)ccc(C3OC(C)C(O)C(C)(O)C3O)c21 (stereo not drawn)	18.8	6.1	-3.4	/	3.4	31.2*	/	1.5	1.5
CC(C)(C)c1ccc(/C=C/C(=O)Nc2ncccn2)cc1	19.2	-0.3	-1.8	1.8	-5.7	-1.9	/	-0.3	-2.1
CCCc1nn2c(=O)cc(CSCC(=O)Nc3ccccc3)nc2s1	3.5	13.0	1.0	-2.0	10.6	2.8	2.8	1.4	2.6
Nn1c(Cc2ccccc2F)nnc1SCn1nnc2ccccc2c1=O	-0.9	3.0	-3.9	2.7	-4.9	-0.4	0.3	-0.5	-1.0
CC(C)(C)OC(=O)C[C@H]1C/C=C\C[C@H](CC(=O)N[C@H](CO)Cc2ccccc2)C(=O)N[C@H](Cc2ccccc2)COC1=O	8.2	5.3	0.0	0.5	-7.2	-1.6	-0.4	-0.5	-3.7
COCCn1c(SCC(=O)NCc2ccc(F)cc2)nc2ccccc21	0.7	14.8	-1.0	1.0	20.0	0.0	-4.4	0.3	7.1
COc1ccc(OCC2c3cc(OC)c(OC)cc3CCN2C(=O)C(C)C)cc1 (stereo not drawn)	-6.2	-5.0	-1.5	/	3.9	-7.2	/	0.4	1.2
CCOC(=O)c1cc(-c2csc(Nc3c(C)cc(C)cc3C)n2)on1	10.2	8.2	-1.3	0.7	/	2.6	/	/	2.4
COc1ccc(OCC(=O)N2CCCC2=O)c([N+](=O)[O-])c1	8.9	-5.3	-0.8	2.0	0.5	0.3	1.0	0.1	0.8
Cc1ccc(CNS(=O)(=O)c2c(C)nc3scc(C)n3c2=O)cc1	4.8	11.7	-2.5	-0.1	0.9	10.4	/	0.4	2.3
Cc1c([N+](=O)[O-])c2ccc(O)cc2n1-c1ccccc1	20.8	11.0	-2.7	1.1	-2.3	-5.4	4.8	0.2	2.6
NS(=O)(=O)c1cc(C(=O)NCCOc2ccccc2)c(Cl)cc1Cl	0.4	-8.4	0.0	2.2	3.2	1.6	-0.9	0.1	3.6
O=C(Cc1ccc([N+](=O)[O-])cc1)NC1CCCCCC1	7.3	10.3	-0.9	-1.2	20.5	-16.6	-0.9	2.2	0.6

Further structures follow.
SMILES	GDH-TPI counter	CCHFV vOTU inh	FadD28 binding	Mtb UGM inh	BoNT F protease	PrPC surface inh	Mtb BioA inh	BoNT-A LC inh2	FBA Mtb inh
Cc1nn(-c2ccccc2)c(=O)c2noc(C)c12	3.4	-1.2	-1.6	3.0	?	1.1	/	?	-1.7
CN(C)c1ccc(C=c2c3cc([N+](=O)[O-])ccc3n3c2cc(-c2ccccc2)[n+]3C)cc1	41.7*	39.6*	-5.5	/	-142.8	2.9	/	0.9	-3.4
Cc1nnc(Nc2ccccn2)c2ccccc12	6.1	4.9	-3.6	-0.5	-2.3	-1.8	/	0.3	-1.1
CNc1nc(Cl)c(SC)c(NCc2cccc(OC)c2)n1	2.9	3.2	0.7	1.1	48.1*	9.0	-2.0	-3.5	0.5
Cc1ccc(C(=O)Oc2oc(-c3ccccc3)nc2C=Nc2ccc(N(C)C)cc2)cc1	6.4	-14.0	0.0	2.3	-5.1	-1.2	/	-1.4	18.1
Cc1cc([N+](=O)[O-])ccc1NCc1cccc2ccccc12	2.6	4.1	0.4	1.7	4.6	-0.1	-1.0	0.4	0.6
O=C(Cn1ncc(Cl)c(Cl)c1=O)N1CCc2ccccc21	9.0	16.1	0.1	/	-1.6	-9.2	/	1.1	7.9
Cc1cccc(NC(=O)c2ccc(N3CCCCC3)c([N+](=O)[O-])c2)n1	14.8	-11.3	0.7	-0.7	-7.3	-1.8	/	?	-4.3
O=S(=O)(c1cccc(F)c1)N1CCN(C(=S)NCC2CCCO2)CC1 (stereo not drawn)	7.2	0.9	-0.7	1.2	8.9	2.2	0.7	-1.0	3.5
COc1cc(NC(=O)CSc2nc3c(C)ccc(C)c3cc2C)c(C(=O)O)cc1OC	4.0	-3.4	-4.4	-1.2	3.7	0.5	-1.2	0.2	-0.8
CN1CCCCC1=NCCCn1cnc2c1c(=O)n(C)c(=O)n2C	-4.0	-2.2	-0.6	-0.8	-4.3	-3.5	-1.2	-0.2	1.1
COc1ccc(C(=O)N2CCCN(C)CC2)cc1S(=O)(=O)N(C)Cc1ccccc1	-3.1	-4.4	-0.3	0.2	1.7	-4.4	1.6	0.1	0.5
Nn1c(Cc2ccccc2)nc2cc(Cl)ccc2c1=O	-3.4	-3.1	-3.9	-0.4	-27.9	-7.3	0.9	0.8	-0.3
O=C(COC(=O)c1cccc(S(=O)(=O)N2CCCC2)c1)c1ccc(F)cc1	-1.8	-11.1	-3.2	/	1.3	6.7	-2.4	0.0	-4.0
COc1ccc(C(=O)NC(=S)Nc2ccc3[nH]c(=O)[nH]c3c2)cc1	-6.0	4.7	0.2	-2.4	-3.0	5.2	-0.8	-1.3	0.4
Oc1ccccc1C1NN=C(c2ccccc2)S1 (stereo not drawn)	20.8	-11.0	-0.6	-0.5	/	-8.3	-1.0	/	1.2
CCCCn1c(N)c(C(=O)NCc2cccs2)c2nc3ccccc3nc21	7.0	-14.2	0.0	0.8	/	-1.9	-1.3	/	33.1*
CC(C)c1ccc(NC(=O)CCCC(=O)NCCc2ccccc2)cc1	13.4	-3.1	?	-4.8	?	0.9	-0.9	-4.4	2.3
O=C(N/N=C/c1cccc([N+](=O)[O-])c1)c1ccc(COc2ccccc2-c2ccccc2)cc1	15.0	7.2	-0.7	-0.8	-5.9	-1.5	/	0.0	-1.3
O=C1OCc2cc(NC(=O)C3CCCO3)ccc21 (stereo not drawn)	15.8	-4.1	-2.5	-0.9	-14.0	9.2	1.6	?	2.7
COc1ccc2c3c(c(=O)oc2c1OCC(N)=O)CCCC3	-4.8	-28.9	-4.2	0.5	-5.4	0.8	4.4	-0.8	74.9*
O=C(OCC(=O)N1CCCc2ccccc21)c1cccc(S(=O)(=O)N2CCc3ccccc32)c1	2.5	-3.9	-3.9	-3.1	-0.4	-1.8	/	-0.2	0.0
O=C(COC(=O)c1ccc2[nH]c3c(c2c1)CCCC3)Nc1ccc(Cl)cc1Cl	0.0	-13.0	-4.2	0.4	-0.5	1.4	/	0.2	-2.1
O=C(CCS(=O)(=O)c1ccc(Br)cc1)Nc1ccc(Cl)cc1F	5.9	0.9	-2.5	0.9	-5.4	2.7	0.2	0.6	-5.1
Cc1ccc(NS(=O)(=O)c2ccc(CCC(=O)NCCCOC(C)C)cc2)cc1	2.1	-15.7	1.3	0.8	-11.8	7.9	/	-1.1	-1.1

The results go on:
SMILES	GDH-TPI counter	CCHFV vOTU inh	FadD28 binding	Mtb UGM inh	BoNT F protease	PrPC surface inh	Mtb BioA inh	BoNT-A LC inh2	FBA Mtb inh
CC1(C)CC(=O)C(C=NCc2ccccn2)=C(O)C1	0.8	27.4	-1.3	-1.5	-9.1	-2.0	-1.0	-0.9	3.7
CCC(C)c1ccccc1N1CC(C(=O)Nc2cc(S(=O)(=O)N3CCOCC3)ccc2OC)CC1=O (stereo not drawn)	11.7	1.9	-0.5	0.2	0.2	-4.0	0.0	-0.8	4.3
O=C(CN1CCN(c2ncc(C(F)(F)F)cc2Cl)CC1)Nc1ccc2c(c1)OCO2	-2.9	-15.2	-2.8	-0.5	-4.7	-0.3	-1.2	1.1	1.1
CC(NC(=O)c1ccco1)C(=O)OCc1cccc(Cl)c1 (stereo not drawn)	0.0	-6.0	-1.2	-2.4	-10.0	-1.6	-1.7	-5.5	0.4
COc1ccc(-c2cn[nH]c2-c2ccc(OCc3ccccc3F)cc2O)cc1OC	6.2	-3.7	-0.8	-0.6	-7.6	9.8	-0.7	0.1	-1.0
CCc1nc(SC)[nH]c(=O)c1C	-2.9	5.6	-2.8	-0.7	-1.9	0.2	-2.6	-0.1	-1.8
CCOC(=O)/C(C#N)=C\c1cn(C)c2ccccc12	11.2	1.4	-1.3	2.7	-1.0	5.3	/	0.1	0.2
Cc1cc(C)cc(NC(=S)N2CCN(S(C)(=O)=O)CC2)c1	-0.4	17.6	-0.6	-0.3	2.3	1.6	7.5	0.4	1.0
Cc1ccc(N2CC(NS(=O)(=O)c3cccnc3)CC2=O)cc1C (stereo not drawn)	-2.1	-9.6	-0.2	0.3	6.0	2.8	/	1.3	3.8
C=C(C(=O)c1ccccc1)C(CC(=O)c1ccccc1)c1ccccc1 (stereo not drawn)	-6.4	-3.3	-2.7	0.0	1.5	4.2	/	0.0	0.4
Clc1ccc(-c2csc3ncnc(N4CCc5ccccc5C4)c23)cc1	5.7	1.7	-2.5	/	-13.0	7.5	/	-0.1	0.6
COc1ccc(CNC(=O)c2ccc(CS(=O)Cc3cccc(Cl)c3)o2)cc1 (stereo not drawn)	-2.7	12.4	-1.9	-2.3	2.5	-1.6	0.7	0.0	1.1
Cc1ccc(S(=O)(=O)Nc2cc(S(=O)(=O)N3CCCCC3)ccc2N2CCOCC2)cc1	3.2	-3.7	0.3	-0.2	3.3	-0.8	/	0.2	1.1
COc1ccc(NCc2nnc(SCc3ccccc3)n2-c2ccc(OC)cc2)cc1	7.2	6.0	-1.9	-2.5	-12.9	12.3	5.4	-1.6	2.0
CCOC(=O)C(=Cc1cc(=O)c(OC)co1)C(=O)OCC	4.6	-7.2	-2.2	/	-0.6	-4.6	/	-0.8	-3.6
COC(=O)c1ccc(CSc2nc(C(F)(F)F)c3c(c2C#N)CCC3)o1	5.1	15.3	0.4	3.6	-4.0	-5.7	-0.3	-0.3	4.6
O=c1oc2ccccc2c(NCc2ccccc2)c1[N+](=O)[O-]	12.4	10.8	0.2	4.5	-7.9	-0.3	6.7	-1.0	-1.0
CCC(C)(C)NC(=O)c1ccc(S(=O)(=O)N2CCCCCC2)cc1	0.6	-3.1	0.8	-0.4	-2.7	10.8	/	-0.8	1.0
CN(C)C(=O)On1c(-c2ccccc2)nc2ccc(Cl)cc21	8.8	12.7	-2.9	0.6	0.1	-11.5	/	0.6	-0.2

Of the compounds above, two have a cyano group.
SMILES	GDH-TPI counter	CCHFV vOTU inh	FadD28 binding	Mtb UGM inh	BoNT F protease	PrPC surface inh	Mtb BioA inh	BoNT-A LC inh2	FBA Mtb inh
CCOC(=O)/C(C#N)=C\c1cn(C)c2ccccc12	11.2	1.4	-1.3	2.7	-1.0	5.3	/	0.1	0.2
COC(=O)c1ccc(CSc2nc(C(F)(F)F)c3c(c2C#N)CCC3)o1	5.1	15.3	0.4	3.6	-4.0	-5.7	-0.3	-0.3	4.6
